Bioassay records (PubChem BioAssay)
OXTR agonist: human OXTR agonists, primary screen, fluorescence, CHO-OTR cells, Fluo-8 calcium | activation, % at 3 µM | Oxytocin receptor (Homo sapiens), P30559 | Fluo-8 calcium fluorescence; normalized: DMSO 0%, oxytocin 100% | actives 0.32% (n = 320,000);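 active = activation above the mean of all tested compounds plus 3 SD, cutoff set per screening run, cut at about 20% in these data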;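 also: peak over basal fluorescence ratio from a 100 s FLIPR kinetic read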
Target sequence (P30559 whole entry, looked up): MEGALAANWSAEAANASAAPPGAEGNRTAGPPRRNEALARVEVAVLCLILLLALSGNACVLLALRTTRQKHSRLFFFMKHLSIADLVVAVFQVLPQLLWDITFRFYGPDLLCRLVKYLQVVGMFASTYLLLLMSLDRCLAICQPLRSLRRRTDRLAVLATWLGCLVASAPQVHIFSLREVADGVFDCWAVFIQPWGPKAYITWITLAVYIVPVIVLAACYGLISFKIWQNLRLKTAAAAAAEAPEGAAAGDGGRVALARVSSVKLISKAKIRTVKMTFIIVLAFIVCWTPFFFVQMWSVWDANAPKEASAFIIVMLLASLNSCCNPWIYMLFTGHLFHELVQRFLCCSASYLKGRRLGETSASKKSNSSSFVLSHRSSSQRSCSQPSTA
NALP1 inh: NALP1 inflammasome inhibitors in reconstituted yeast, colorimetric, S. cerevisiae, triplicate retest; S. cerevisiae NALP1/ASC/caspase-1 growth, X-gal OD620, 72 h; inhibition, % at 10 µM; actives 0.61% (n = 280,000); AID 2071, 2009; in the data active = inhibition mostly above about 24%, no sharp cut-off; inactive = mostly below about 32%; also: some compounds called inactive have numbers as strong as hits
DNA FID counter: compounds displacing fluorescent DNA intercalator, primary screen, artefact control for HCV NS3 helicase inhibitor project, biochemical, FID fluorescence | DNA fluorescent intercalator displacement | inhibition, % at 7.9 µM | actives 0.17% (n = 290,000); in the data active = inhibition above about 37%;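 also: 0% = vehicle and 100% = reference compound; higher means more ethidium bromide displaced from hairpin DNA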
MEKK2 mut-MEK5: MEK5 binding signal on mutant MEKK2 PB1, primary screen, biochemical, multiplex bead flow cytometry, Alexa488-MEK5. Alexa488-MEK5 binding to MEKK2 mutant. percent response, % at 10 µM. actives 0.35% (n = 290,000); in the data active = percent response above about 24%, passing the limit was not always enough; also: inactives centre near 1; some results filed as inactive read as strong as hits; reference of the scale not given here
PHOSPHO1 block: PubChem AID 1565; inhibition, % at 13.3 µM; Phosphoethanolamine/phosphocholine phosphatase (Homo sapiens), Q8TCT1; recombinant PHOSPHO1, absorbance phosphatase assay; actives 1.1% (n = 290,000); in the data active = inhibition above about 60%
Target sequence (Q8TCT1 whole entry, looked up): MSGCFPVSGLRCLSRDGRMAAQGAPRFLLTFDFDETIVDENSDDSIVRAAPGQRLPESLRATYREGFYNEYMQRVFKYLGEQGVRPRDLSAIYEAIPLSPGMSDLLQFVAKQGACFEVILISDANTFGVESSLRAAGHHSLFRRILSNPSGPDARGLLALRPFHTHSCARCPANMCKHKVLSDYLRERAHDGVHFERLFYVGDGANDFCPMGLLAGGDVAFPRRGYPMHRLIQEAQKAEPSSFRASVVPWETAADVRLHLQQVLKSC
MEKK3 PB1 HTS: modulators of MEKK3-MEK5 PB1 binding, primary screen, biochemical, wildtype MEKK3, multiplex bead flow cytometry, Alexa488-MEK5; bead-based flow cytometry, Alexa488-MEK5 binding to MEKK3; actives lie on both sides; 0 = blocked by unlabeled MEK5, 100 = vehicle; binding response (% of control), % at 10 µM; Mitogen-activated protein kinase kinase kinase 3 (Homo sapiens), Q99759; actives 1.4% (n = 290,000);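 active = binding response more than 3 SD above or below the average of its plate-row segment, actives on both sides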;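 also: Alexa488 bead fluorescence after subtracting the streptavidin-only scavenger bead signal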
PfM18AAP inh: PfM18AAP inhibitors, malaria aminopeptidase, primary screen, biochemical, QFRET, recombinant enzyme. H-Glu-NHMec fluorogenic cleavage. M18 aspartyl aminopeptidase (Plasmodium falciparum 3D7). actives 1.2% (n = 290,000). inhibition, % at 7.35 µM. AID 1822, 2009;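 active = inhibition above the campaign mean inhibition over all tested compounds plus 3 SD, cut at about 28% in these data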;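 also: 0% = plate median of test compound wells and 100% = 2 mM ZnCl2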
MEKK2 WT-MEK5: modulators of MEK5 binding to wildtype MEKK2, primary screen, biochemical, multiplex bead flow cytometry, Alexa488-MEK5; Mitogen-activated protein kinase kinase kinase 2 (Homo sapiens), Q9Y2U5; Alexa488-MEK5 binding to MEKK2 WT; actives lie on both sides; binding response (% of control), % at 10 µM; actives 1.1% (n = 290,000); AID 1531, 2009; in the data active = binding response below about 67% or above about 130%
GPR7 antagonist: GPR7 receptor antagonists, primary screen, cell-based, fluorescence, single concentration | Neuropeptides B/W receptor type 1 (Homo sapiens), P48145 | GPR7-expressing cells, fluorescence antagonist assay | inhibition, % at 4.4 µM | actives 1.1% (n = 290,000) | AID 1861, 2009; in the data active = inhibition above about 16%, passing the limit was not always enough;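 also: cells stimulated with the agonist NPW; 0% = agonist with vehicle and 100% = vehicle without agonist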
Target sequence (P48145 whole entry, looked up): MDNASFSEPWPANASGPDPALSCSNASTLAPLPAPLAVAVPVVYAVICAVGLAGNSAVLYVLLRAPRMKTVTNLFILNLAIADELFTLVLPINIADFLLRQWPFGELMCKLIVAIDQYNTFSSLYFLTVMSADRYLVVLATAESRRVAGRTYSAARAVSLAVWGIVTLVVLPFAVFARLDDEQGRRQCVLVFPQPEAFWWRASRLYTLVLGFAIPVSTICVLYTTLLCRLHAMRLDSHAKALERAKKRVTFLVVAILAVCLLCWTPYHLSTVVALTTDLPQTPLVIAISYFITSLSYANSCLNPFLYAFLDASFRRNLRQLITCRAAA
An asterisk follows results filed as active; . = not tested or not shown.

SMILES	OXTR agonist	NALP1 inh	DNA FID counter	MEKK2 mut-MEK5	PHOSPHO1 block	MEKK3 PB1 HTS	PfM18AAP inh	MEKK2 WT-MEK5	GPR7 antagonist
CSc1nsc(SCC(=O)Nc2cccc(C(C)=O)c2)n1	3.6	33	5	2	-2	103	2	101	10
O=C1CCCc2c1cc(C(=O)NCc1ccco1)c(=O)n2-c1ccccc1	-0.9	6	-18	0	-12	103	5	96	0
Cc1ccc(Nc2c(-c3ccccc3)nc3cnccn23)cc1	-0.4	0	-11	-5	32	100	8	96	-8
CCC(CC)CN1C(Nc2ccccc2)=NC[C@@H]1C	-1.1	-15	-7	10	4	103	-1	110	-6
CCN1CCN(CC(O)COc2cccc(OC)c2)CC1 (stereo unspecified)	1.9	5	4	-1	13	96	-2	95	4
CCN(Cc1nc(-c2ccc(OC)cc2)no1)C(=O)c1ccoc1C	2.6	12	-23	1	14	102	1	101	-5
COc1ccc2[nH]c(CN3CCC(n4nccc4NC(=O)C4CC4)CC3)c(C)c2c1	-0.1	17	2	7	-9	102	-5	111	-18
Cc1cc(C(=O)Nc2ccon2)cs1	0.3	9	-1	-6	-32	97	1	97	-3
COc1cccc(-c2nnc(NC(=O)C(C)C)o2)c1	-0.3	23	-3	-3	38	101	-1	101	-13
CC(/C=N/NC(=O)NC1CCCCC1)=C\c1ccccc1	-2.5	0	-12	1	20	101	2	98	-5
O=C(C1CCCN(Cc2ccc(F)cc2)C1)N1CCCCC1 (stereo unspecified)	-0.9	21	4	1	11	100	-2	96	3
Nc1nonc1-n1nnc(C(=O)N/N=C/c2ccc(F)cc2)c1-c1cccs1	19	45	-13	0	17	102	-9	98	-6
c1ccc(-c2ccc3nnnn3n2)cc1	-1.7	-7	0	-1	34	100	-4	99	-6
CCSc1cc(N2CCCC2)nc(-c2ccccc2)n1	-1.8	10	-2	1	30	104	0	103	-8
O=C(C(c1ccccc1)c1ccccc1)N1CCN(Cc2ccncc2)CC1	-0.7	7	-10	8	-1	103	-1	110	5
Cc1ccc(S(=O)(=O)NN2C(=O)/C(=C\c3ccc(Cl)cc3)SC2=S)cc1	-0.3	-29	-19	1	19	99	8	99	-11
CCOc1ccc(C2/C(=C(/O)c3ccc4c(c3)CC(C)O4)C(=O)C(=O)N2CC2CCCO2)cc1 (stereo unspecified)	.	-3	-68	2	8	102	3	104	4
CC1CCCN(c2ccc(N)cc2C(N)=O)C1 (stereo unspecified)	1.1	1	1	-3	-3	102	8	100	1
CCOC(=O)C1CCN(c2ccc(-c3cccs3)nn2)CC1	0.3	9	-23	5	46	103	-3	103	3
COc1ccc(/C=C/c2ccc3ccccc3[n+]2C)cc1OC	0.7	-4	7	2	.	92	9	95	-5
CCOc1ccc(CCNC(=O)c2[nH]c(C)c(C(C)=O)c2C)cc1OCC	0.4	13	-23	-5	-1	96	-1	92	-6
CCn1c(CNC(=O)COc2ccc(C(C)C)cc2)nnc1SCC(=O)Nc1ccccc1	5.2	4	-30	-6	24	97	-9	93	-16
CCOC(=O)N1CCC(NC(=O)c2cccc3c2C(=O)N(c2ccc(OC)cc2)C3)CC1	-2.3	11	-31	4	-3	109	8	102	-16
CN(CCNC(=O)C1CCC(=O)N(Cc2cccc(F)c2)C1)CCc1ccccc1 (stereo unspecified)	.	6	7	15	47	106	5	126	-11
CC(C(=O)Nc1ccccn1)(c1ccccc1)c1ccccc1	.	9	-24	-3	39	99	4	100	4

A draw from above in order of SMILES length, descending.
SMILES	OXTR agonist	NALP1 inh	DNA FID counter	MEKK2 mut-MEK5	PHOSPHO1 block	MEKK3 PB1 HTS	PfM18AAP inh	MEKK2 WT-MEK5	GPR7 antagonist
CCOc1ccc(C2/C(=C(/O)c3ccc4c(c3)CC(C)O4)C(=O)C(=O)N2CC2CCCO2)cc1 (stereo unspecified)	.	-3	-68	2	8	102	3	104	4
CCOC(=O)N1CCC(NC(=O)c2cccc3c2C(=O)N(c2ccc(OC)cc2)C3)CC1	-2.3	11	-31	4	-3	109	8	102	-16
COc1ccc2[nH]c(CN3CCC(n4nccc4NC(=O)C4CC4)CC3)c(C)c2c1	-0.1	17	2	7	-9	102	-5	111	-18
CCn1c(CNC(=O)COc2ccc(C(C)C)cc2)nnc1SCC(=O)Nc1ccccc1	5.2	4	-30	-6	24	97	-9	93	-16
CN(CCNC(=O)C1CCC(=O)N(Cc2cccc(F)c2)C1)CCc1ccccc1 (stereo unspecified)	.	6	7	15	47	106	5	126	-11
O=C(C(c1ccccc1)c1ccccc1)N1CCN(Cc2ccncc2)CC1	-0.7	7	-10	8	-1	103	-1	110	5
CCN(Cc1nc(-c2ccc(OC)cc2)no1)C(=O)c1ccoc1C	2.6	12	-23	1	14	102	1	101	-5
COc1ccc(/C=C/c2ccc3ccccc3[n+]2C)cc1OC	0.7	-4	7	2	.	92	9	95	-5
CCOC(=O)C1CCN(c2ccc(-c3cccs3)nn2)CC1	0.3	9	-23	5	46	103	-3	103	3
O=C(C1CCCN(Cc2ccc(F)cc2)C1)N1CCCCC1 (stereo unspecified)	-0.9	21	4	1	11	100	-2	96	3
COc1cccc(-c2nnc(NC(=O)C(C)C)o2)c1	-0.3	23	-3	-3	38	101	-1	101	-13
CCSc1cc(N2CCCC2)nc(-c2ccccc2)n1	-1.8	10	-2	1	30	104	0	103	-8
c1ccc(-c2ccc3nnnn3n2)cc1	-1.7	-7	0	-1	34	100	-4	99	-6

Continued.
SMILES	OXTR agonist	NALP1 inh	DNA FID counter	MEKK2 mut-MEK5	PHOSPHO1 block	MEKK3 PB1 HTS	PfM18AAP inh	MEKK2 WT-MEK5	GPR7 antagonist
NCC/C=C1/c2ccccc2CSc2ccccc21	14	-2	27	7	-23	105	4	99	17
O=[N+]([O-])c1cc(Cl)cc(/C=N/Nc2nc3ccccc3s2)c1O	-1.3	-11	6	-8	29	98	6	88	2
CC(C)NC(=O)Nc1cccc(Cl)c1	0.5	22	0	-10	16	95	-12	95	-6
O=C(O)c1cn(-c2ccccc2)nc1-c1ccc(Cl)cc1	1.2	.	-15	-3	.	95	10	92	-6
Cc1c(Cl)c(C(F)(F)F)nn1CC(=O)NCc1ccco1	-0.9	5	-2	-6	-12	105	-11	93	-2
COC(=O)c1cc(NC(=O)CSC2=NCCS2)cc(C(=O)OC)c1	-0.9	-16	-3	9	47	101	6	105	-13
COc1ccc(OCCCC(=O)Nc2ccc3c(c2)OCCO3)cc1	1.2	7	-13	2	0	99	3	101	-10
O=C(O)c1cc(NC(=O)c2ccco2)cc(NC(=O)c2ccco2)c1	0.5	2	-6	6	35	97	7	97	2
O=C(Oc1ccc([N+](=O)[O-])cc1)c1ccc2ccccc2n1	3.1	34	4	4	10	107	18	103	-11
O=C(NCCn1cccn1)C1CCC(=O)N(CCc2ccccc2)C1 (stereo unspecified)	0.7	0	-3	5	56	96	3	99	-5
O=C(NC1CC2CCC(C1)N2C(=O)NCc1ccccc1)C1CC1 (stereo unspecified)	-0.4	13	-1	5	29	113	-1	117	-12
COc1ccc2c(c1)cc(C)c1nnc(SCC(=O)N(C)c3nc(-c4ccccc4)cs3)n12	-0.2	-6	-7	-4	32	98	3	98	0
CC(C)=CCN1CCN(Cc2cccn2-c2ncccn2)CC1CCO (stereo unspecified)	1.4	9	2	3	2	90	2	98	3
CC1CC(C)CN(CCCNC(=O)c2ccc(CNS(=O)(=O)c3ccc(F)cc3)cc2)C1 (stereo unspecified)	0.5	-2	31	11	75*	102	4	124	-11
O=C(CNC(=O)c1cccs1)N/N=C/c1ccc(O)cc1O	-0.1	-18	4	6	28	105	12	102	-12
O=C(C(Cl)Cl)N1c2ccccc2OCC1c1ccccc1 (stereo unspecified)	-1.7	30	-11	-3	-15	102	3	100	-2
Cc1ccc(NC(=O)c2ccc([N+](=O)[O-])cc2)cc1S(=O)(=O)N(C)C	0.6	15	2	-4	32	105	2	99	-3
CSc1ccccc1NC(=O)CN1CCCCC1C (stereo unspecified)	-2.0	20	0	-1	32	104	-16	103	-13
CCCCNC(=O)c1ccccc1NC(=O)C1=C(C)OCCS1	-1.9	-2	-19	5	38	100	1	102	-22
CCSc1ccccc1C(=O)Nc1cc(C)on1	0.5	4	3	-1	4	100	-13	100	-7
Cc1ccc(NC(=O)CCC(=O)NNC(=O)COc2ccc([N+](=O)[O-])cc2)c(C)c1	.	8	-4	-2	22	98	0	97	-13
Cc1cccc(NC(=O)c2ccccc2NC(=O)Cc2ccccc2)c1C	-1.2	-1	-13	4	-1	105	-7	102	8
Cc1[nH]n(-c2cccc([N+](=O)[O-])c2)c(=O)c1-c1ccccc1	-0.1	-24	6	3	32	104	10	105	-13
Fc1cnc(N2CCN(c3ccccc3)CC2)nc1N1CCN(c2ccccc2)CC1	0.6	25	-1	-5	-3	99	-1	96	4
CCNC(=S)N/N=C/c1c(Cl)cccc1Cl	-2.1	0	-9	-1	2	97	8	97	-9
Next part:
SMILES	OXTR agonist	NALP1 inh	DNA FID counter	MEKK2 mut-MEK5	PHOSPHO1 block	MEKK3 PB1 HTS	PfM18AAP inh	MEKK2 WT-MEK5	GPR7 antagonist
CCO/C=C1\C(=O)N(c2ccccc2)C(=O)c2ccccc21	-1.3	2	-2	1	30	94	-3	92	0
O=C1CC(C(=O)N2CCc3ccccc32)CN1c1ccccc1 (stereo unspecified)	-0.1	4	-15	-2	31	101	3	101	-11
COc1ccc(C2SCCN2C(=S)Nc2ccc(Cl)cc2)cc1 (stereo unspecified)	15	13	3	0	-1	127	4	104	-8
COc1cc2nc(=S)n3[nH]c(CCn4nc(C)cc4C)nc3c2cc1OC	0.0	2	-18	2	54	109	5	102	-3
CNc1sc(C(=O)c2ccccc2F)c(N)c1-c1nc2ccccc2s1	3.9	25	12	-9	32	92	1	78	0
Cc1c(CNCCc2ccccc2Cl)c(C(=O)O)c(C)n1-c1ccccc1	-0.1	21	-18	23	22	100	0	132	-8
CCCOc1ccccc1N/C(=N/c1nc(C)cc(C)n1)NC(=O)COc1ccc(OC)cc1	-1.4	4	0	-7	-1	84	-5	96	-9
O=C(Nc1ccc(Cl)cc1C(=O)O)c1ccc2c(c1)C(=O)N(Cc1ccco1)C2=O	-0.9	29	1	1	-5	102	-7	102	-7
COc1cc(C(=O)NCc2ccc(-n3cccc3)cc2)cc(OC)c1OC	1.3	6	-21	-11	8	101	3	92	0
O=C(CSc1nc2ccccc2s1)NNC(=S)Nc1ccc(Br)cc1	3.0	2	-40	.	-55	.	-4	.	-8
COc1ccc(-c2n[nH]c(=S)n2-c2ccc(C)cc2C)cc1	4.9	-3	-25	5	-60	103	2	105	-4
